KB-V1 MDR tox: kills drug-selected multidrug resistant KB-V1 cells | KB-V1 MDR cells viability, CellTiter-Glo, 72 h | Potency, µM (top dose mostly 46.1 µM), inactives show top-dose activity change, negative = cytotoxicity, most hits filed as cytotoxic | 400,000 compounds, 3.4% hits | AID 1347076; note: potency is the fitted concentration of half-maximal effect; % is set by controls: 0 for no effect and ±100 for the full control effect; nearly all actives have a fitted effect of over 60% in size
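KB-V1 cells (P-gp-expressing MDR subline of KB-3-1) in phenol-red-free DMEM with 10% FBS were exposed to library compounds over a concentration series for 72 h at 37 degrees C. Viability read by CellTiter-Glo luminescence; concentration-effect curves fitted after normalization.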
KB-3-1 cytotox: KB-3-1 parental cell cytotoxicity; KB-3-1 viability, CellTiter-Glo ATP luminescence, 72 h; Potency, µM (highest dose often 46.1 µM), for inactives: at the highest dose activity change, negative = cytotoxic, hits mostly cytotoxic; 400,000 compounds, 1.4% hits; AID 1347075; note: potency is the fitted concentration of half-maximal effect; % is set by controls: 0 for no effect and ±100 for the full control effect; nearly all actives have a fitted effect of over 60% in size
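Cytotoxicity measured as CellTiter-Glo luminescence after 72 h at 37 C. Compound titrations were pinned onto drug-naive KB-3-1 parental adenocarcinoma cells grown in DMEM with 10% FBS, and normalized data fitted to concentration-response curves.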
IL-1B inflam inh: blocks inflammasome-driven IL-1 beta release | 360,000 compounds, 4.7% hits | THP-1 LPS/ATP IL-1B secretion, AlphaLISA, 16 h; stronger effect = lower value | AID 743279 | activity change, % at 57.5 µM; in the data active = activity change below about -50%; inconclusive = mostly about -30% to -49%; note: % is set by controls: 0 for no effect and ±100 for the full control effect
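THP-1 cells pretreated 1 hr with compounds (up to 57.5 uM final), then stimulated with LPS (250 ng/mL final) plus ATP (1.25 mM final); secreted IL-1B measured by AlphaLISA after 16 hr, decreased signal indicating inhibition.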
HT1080 IDH1KD tx: HT-1080 IDH1 knockdown cell toxicity (counter line) | HT-1080 IDH1 knockdown viability, ATP luminescence, 48 h | Potency, µM (series often up to 46.1 µM), inactives show top-dose activity, negative = toxicity, hits mostly cytotoxic | 360,000 compounds, 2% hits | AID 686971;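 note: potency is the fitted concentration of half-maximal effect; 0% = DMSO wells and -100% = cell-free medium wells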
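IDH1KD HT-1080 cells, 750/well, RPMI + 5% FBS; compound pinned after 2 h settling; 48 h, 37 °C; CellTiter-Glo luminescence; % activity normalised to DMSO and no-cell wells; curves fitted, classed by r2 and efficacy.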
HT1080NT lethal: kills 2HG-producing HT-1080-NT fibrosarcoma cells | AID 686970 | 360,000 compounds, 1.6% hits | Potency, µM (doses to about 46.1 µM), inactives show at the highest dose activity, negative = less viability, hits mostly cytotoxic | HT-1080-NT fibrosarcoma viability, CellTiter-Glo ATP luminescence, 48 h;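 note: NT is the 2HG producing partner of a matched IDH1 knockdown line; potency is the fitted concentration of half-maximal effect; 0% = DMSO-treated cells and -100% = media-only wells without cells; nearly all actives have a fitted effect of over 55% in size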
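Compounds were tested in concentration-response format on HT-1080-NT cells for 48 hours at 37 degrees C. Cell viability came from CellTiter-Glo luminescence; curves were classified by r2, response magnitude and activity.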
D3 ag: D3 dopamine receptor (human) agonism. 410,000 compounds, 0.58% hits. max activation, %. D3R DiscoveRx beta-arrestin cells, luminescence, 90 min. P35462; in the data active = max activation above about 30%; note: 0% is about no effect; mostly tested at two doses, the higher about 12 µM
Target sequence (P35462 whole entry, looked up): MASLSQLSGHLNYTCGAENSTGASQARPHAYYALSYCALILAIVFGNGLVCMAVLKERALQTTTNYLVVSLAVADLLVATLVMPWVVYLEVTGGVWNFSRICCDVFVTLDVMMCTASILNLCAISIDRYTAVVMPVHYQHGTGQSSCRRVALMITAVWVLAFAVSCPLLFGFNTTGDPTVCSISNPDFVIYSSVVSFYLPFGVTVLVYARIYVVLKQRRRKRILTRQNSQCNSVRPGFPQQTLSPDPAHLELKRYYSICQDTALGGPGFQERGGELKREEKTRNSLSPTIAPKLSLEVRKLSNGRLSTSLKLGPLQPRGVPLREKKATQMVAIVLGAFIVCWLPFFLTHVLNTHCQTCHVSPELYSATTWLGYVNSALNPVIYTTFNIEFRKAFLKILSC
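Agonist-mode cell screen: cells plated at 1500/well and incubated overnight at 37 °C, then exposed to library compounds for 90 min at 37 °C. Detection reagent was added for 30–60 min at room temperature, and luminescence was read.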
GLP-1R agonist: GLP-1 receptor (human) agonism. AID 624172. P43220. HEK293 GLP-1R CRE-luciferase, luminescence, 4-6 h; cells express a hypersensitive GLP-1R form. 380,000 compounds, 0.007% hits. Potency, µM (doses to about 45.6 µM), inactives show at the top dose activation, hits mostly activators; note: potency is the fitted concentration of half-maximal effect; % of control where 0% means no effect
Target sequence (P43220 whole entry, looked up): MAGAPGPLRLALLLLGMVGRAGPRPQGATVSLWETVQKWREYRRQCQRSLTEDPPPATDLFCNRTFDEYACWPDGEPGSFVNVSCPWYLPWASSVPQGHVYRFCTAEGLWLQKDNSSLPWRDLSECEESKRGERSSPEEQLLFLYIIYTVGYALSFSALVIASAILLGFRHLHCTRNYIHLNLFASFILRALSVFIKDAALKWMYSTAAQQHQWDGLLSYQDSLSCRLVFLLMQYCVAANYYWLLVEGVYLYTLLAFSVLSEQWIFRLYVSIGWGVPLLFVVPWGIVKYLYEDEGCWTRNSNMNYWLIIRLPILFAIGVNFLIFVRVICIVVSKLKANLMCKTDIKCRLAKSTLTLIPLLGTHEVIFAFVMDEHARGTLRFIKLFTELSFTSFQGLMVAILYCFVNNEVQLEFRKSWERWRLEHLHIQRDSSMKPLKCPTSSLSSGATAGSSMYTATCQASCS
D3 antag: blocks the human D3 dopamine receptor; P35462; D3R cells, DiscoveRx beta-arrestin luminescence, antagonist mode; stronger effect = lower value; max response, negative = inhibition, %; 360,000 compounds, 2.5% hits; AID 652054; in the data active = max response below about -50%; inconclusive = no clear call, values can overlap the other calls; note: % is set by controls: 0 for no effect and ±100 for the full control effect; mostly tested at two doses, the higher about 12 µM
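Cells plated overnight at 1500 cells/well, then exposed to library compounds with dopamine controls for 90 minutes at 37 degrees C. DiscoveRx reagent added for 30–60 minutes at room temperature; luminescence read, quantitative HTS format.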
SW480 rereplic: DNA re-replication induction in SW480 cells. Potency, µM (titrated, usually from 46.1 µM), for the others: at the highest dose re-replication activation, most hits filed as activators. SW480 DNA re-replication, Hoechst DNA content imaging, 48 h. 340,000 compounds, 1.8% hits; note: potency is the fitted concentration of half-maximal effect; % of control where 0% means no effect; nearly all actives have a fitted effect of over 55% in size
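SW480 cells exposed to compounds for 48 hr at 37 C, 5% CO2, then Hoechst-stained 40 min. Nuclear DNA content imaged by fluorescence scanning (405 nm excitation, 500-530 nm emission); re-replication scored as increased high-intensity nuclei.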
Starred values were filed as active, the others as inactive. Unless noted, calls come from the whole dose curve; as a rule, active = well fitted curve in the direction sought with a large enough effect; inconclusive = small, poorly fitted or top-dose-only effect, or another doubt; inactive = no such curve, though single readings can be large; an effect the other way counts as inactive or inconclusive.

How did NS(=O)(=O)c1ccc(CCNS(=O)(=O)c2cccc3nsnc23)cc1 do in these assays?
KB-V1 MDR tox: -4%; KB-3-1 cytotox: -4%; IL-1B inflam inh: 16; HT1080 IDH1KD tx: 1%; HT1080NT lethal: 0%; D3 ag: 1; GLP-1R agonist: 5%; D3 antag: -8; SW480 rereplic: -1%

How did CCOC(=O)CCc1cccc2c1CCC2=O do in these assays?
KB-V1 MDR tox: 18%; KB-3-1 cytotox: 14%; IL-1B inflam inh: 6; HT1080 IDH1KD tx: 1%; HT1080NT lethal: 9%; D3 ag: 2; GLP-1R agonist: -2%; D3 antag: 7; SW480 rereplic: -9%

How did COC(=O)c1ccc(NC(=O)CC(=O)Nc2ccc(C(=O)OC)cc2)cc1 do in these assays?
KB-V1 MDR tox: 1%; KB-3-1 cytotox: -1%; IL-1B inflam inh: 12; HT1080 IDH1KD tx: -1%; HT1080NT lethal: 0%; D3 ag: -8; GLP-1R agonist: -2%; D3 antag: 27; SW480 rereplic: -2%

How did Cc1cc(=O)oc2cc(OCC(=O)NC3CCCCC3)c(Cl)cc12 do in these assays?
KB-V1 MDR tox: -12%; KB-3-1 cytotox: 0%; IL-1B inflam inh: -5; HT1080 IDH1KD tx: 26%; HT1080NT lethal: inconclusive; D3 ag: -7; GLP-1R agonist: 4%; D3 antag: -7; SW480 rereplic: -3%

What do the screens show for `O=C(c1csc2c1CCCC2)N1CCN(c2cccc(C(F)(F)F)c2)CC1`?
KB-V1 MDR tox: 21µM*; KB-3-1 cytotox: -19%; IL-1B inflam inh: 4; HT1080 IDH1KD tx: -21%; HT1080NT lethal: -4%; D3 ag: 3; GLP-1R agonist: 0%; D3 antag: -12; SW480 rereplic: 6%

How did Cc1ccccc1C(=O)NNC(=O)/C=C/c1ccccc1 do in these assays?
KB-V1 MDR tox: 4%; KB-3-1 cytotox: 19%; IL-1B inflam inh: 14; HT1080 IDH1KD tx: 14%; HT1080NT lethal: 9%; D3 ag: 8; GLP-1R agonist: 8%; D3 antag: 7; SW480 rereplic: 1%

What do the screens show for `COc1c(C)cccc1C(=O)NCc1ccc2c(c1)OCO2`?
KB-V1 MDR tox: 31%; KB-3-1 cytotox: 2%; IL-1B inflam inh: 2; HT1080 IDH1KD tx: 5%; HT1080NT lethal: 5%; D3 ag: 2; GLP-1R agonist: 11%; D3 antag: -22; SW480 rereplic: 21%

How did O=c1cc(CN2CCN(C/C=C/c3ccccc3)CC2)c2cc(O)ccc2o1 do in these assays?
KB-V1 MDR tox: inconclusive; KB-3-1 cytotox: inconclusive; IL-1B inflam inh: -54*; HT1080 IDH1KD tx: inconclusive; HT1080NT lethal: 26µM*; D3 ag: -11; GLP-1R agonist: 2%; D3 antag: -62*; SW480 rereplic: inconclusive

Results for CCCc1ncc(C(O)c2cccc(OC)c2)n1C (configuration not stated) ?
KB-V1 MDR tox: 3%; KB-3-1 cytotox: -1%; IL-1B inflam inh: 23; HT1080 IDH1KD tx: 7%; HT1080NT lethal: 8%; D3 ag: -1; GLP-1R agonist: 4%; D3 antag: 4; SW480 rereplic: -3%

How did Cc1noc(C)c1S(=O)(=O)N1CCCC1C(=O)O (configuration not stated) do in these assays?
KB-V1 MDR tox: 16%; KB-3-1 cytotox: 3%; IL-1B inflam inh: 18; HT1080 IDH1KD tx: 5%; HT1080NT lethal: 19%; D3 ag: 1; GLP-1R agonist: -2%; D3 antag: inconclusive; SW480 rereplic: -1%

Results for CC(C)Cn1cnc2c1c(=O)n(CC(=O)NC(=O)NC(C)(C)C)c(=O)n2Cc1ccccc1 ?
KB-V1 MDR tox: inconclusive; KB-3-1 cytotox: 3%; IL-1B inflam inh: -13; HT1080 IDH1KD tx: -22%; HT1080NT lethal: -14%; D3 ag: -8; GLP-1R agonist: 14%; D3 antag: -18; SW480 rereplic: inconclusive

Results for CCOC(=O)c1[nH]c(C)c(CN(CCc2ccc(OC)c(OC)c2)C(=O)CCCC(=O)O)c1C ?
KB-V1 MDR tox: 9%; KB-3-1 cytotox: -5%; IL-1B inflam inh: -2; HT1080 IDH1KD tx: 0%; HT1080NT lethal: -1%; D3 ag: -5; GLP-1R agonist: -5%; D3 antag: -5; SW480 rereplic: 4%

Results for O=c1oc2ccccc2cc1-c1csc(NN=C2CCCCC2)n1 ?
KB-V1 MDR tox: -20%; KB-3-1 cytotox: -13%; IL-1B inflam inh: -12; HT1080 IDH1KD tx: -18%; HT1080NT lethal: inconclusive; D3 ag: -11; GLP-1R agonist: -7%; D3 antag: -21; SW480 rereplic: 7%

Results for N/C(=N\S(=O)(=O)c1cccs1)c1ccccc1 ?
KB-V1 MDR tox: 9%; KB-3-1 cytotox: -5%; IL-1B inflam inh: -15; HT1080 IDH1KD tx: -4%; HT1080NT lethal: -2%; D3 ag: -1; GLP-1R agonist: 5%; D3 antag: -24; SW480 rereplic: -2%

How did CN1C(=O)C(C)(C)c2cc(S(=O)(=O)NCC(=O)NCc3ccccc3)ccc21 do in these assays?
KB-V1 MDR tox: -14%; KB-3-1 cytotox: 0%; IL-1B inflam inh: -24; HT1080 IDH1KD tx: 4%; HT1080NT lethal: -16%; D3 ag: -8; GLP-1R agonist: -5%; D3 antag: -16; SW480 rereplic: -12%

Results for Cc1cc(OCCN2CCOCC2)ccc1Cl ?
KB-V1 MDR tox: 13%; KB-3-1 cytotox: -1%; IL-1B inflam inh: 14; HT1080 IDH1KD tx: 3%; HT1080NT lethal: 4%; D3 ag: 2; GLP-1R agonist: 4%; D3 antag: -24; SW480 rereplic: -8%

How did Cc1ccc(N/C=C/C(=O)c2cccs2)cc1C do in these assays?
KB-V1 MDR tox: -20%; KB-3-1 cytotox: -4%; IL-1B inflam inh: -4; HT1080 IDH1KD tx: -16%; HT1080NT lethal: -18%; D3 ag: 11; GLP-1R agonist: 12%; D3 antag: -6; SW480 rereplic: 20%

Results for O=C(COc1ccccc1Cl)N1CCN(c2ccc([N+](=O)[O-])c(N3CCCCC3)c2)CC1 ?
KB-V1 MDR tox: 21µM*; KB-3-1 cytotox: -1%; IL-1B inflam inh: inconclusive; HT1080 IDH1KD tx: 18%; HT1080NT lethal: -2%; D3 ag: 0; GLP-1R agonist: -5%; D3 antag: 14; SW480 rereplic: -7%

How did CCN(CC)S(=O)(=O)c1ccc(N2CCOCC2)c(NC(=O)CNCCc2ccccc2)c1 do in these assays?
KB-V1 MDR tox: -8%; KB-3-1 cytotox: 2%; IL-1B inflam inh: -5; HT1080 IDH1KD tx: -1%; HT1080NT lethal: -1%; D3 ag: -2; GLP-1R agonist: -7%; D3 antag: 14; SW480 rereplic: -38%

Results for Cc1ccc(N(C(=O)c2ccco2)C(C(=O)NC2CCCC2)c2cccnc2)cc1C (configuration not stated) ?
KB-V1 MDR tox: -27%; KB-3-1 cytotox: -6%; IL-1B inflam inh: 18; HT1080 IDH1KD tx: -11%; HT1080NT lethal: -14%; D3 ag: -36; GLP-1R agonist: -1%; D3 antag: 14; SW480 rereplic: -4%

What do the screens show for `Cc1cccn2c(CN3CCSCC3)c(C(=O)N3CCOCC3)nc12`?
KB-V1 MDR tox: 3%; KB-3-1 cytotox: 0%; IL-1B inflam inh: 39; HT1080 IDH1KD tx: 5%; HT1080NT lethal: 5%; D3 ag: -10; GLP-1R agonist: 2%; D3 antag: 21; SW480 rereplic: -1%

How did Cc1ccc(C)c(S(=O)(=O)/N=C(/Nc2ccccc2)c2ccccc2)c1 do in these assays?
KB-V1 MDR tox: -3%; KB-3-1 cytotox: 0%; IL-1B inflam inh: -10; HT1080 IDH1KD tx: -12%; HT1080NT lethal: -17%; D3 ag: -13; GLP-1R agonist: 12%; D3 antag: -4; SW480 rereplic: inconclusive

How did Cn1cccc1CC(=O)N/N=C\c1ccccc1 do in these assays?
KB-V1 MDR tox: -16%; KB-3-1 cytotox: -18%; IL-1B inflam inh: -9; HT1080 IDH1KD tx: -5%; HT1080NT lethal: 3%; D3 ag: -4; GLP-1R agonist: 12%; D3 antag: 11; SW480 rereplic: -2%

How did CC(C)(C)c1ccc(C(=O)N2CCCC2)s1 do in these assays?
KB-V1 MDR tox: -4%; KB-3-1 cytotox: 5%; IL-1B inflam inh: 0; HT1080 IDH1KD tx: -9%; HT1080NT lethal: -14%; D3 ag: -4; GLP-1R agonist: 2%; D3 antag: 7; SW480 rereplic: -16%

How did COc1cc(NC(=O)c2cc([N+](=O)[O-])ccc2NC(=O)CNC2CCCCC2C)cc(OC)c1 (configuration not stated) do in these assays?
KB-V1 MDR tox: inconclusive; KB-3-1 cytotox: 5%; IL-1B inflam inh: -19; HT1080 IDH1KD tx: 0%; HT1080NT lethal: inconclusive; D3 ag: 49*; GLP-1R agonist: 1%; D3 antag: 17; SW480 rereplic: -2%

How did COCCn1c(SCc2cc(=O)n3ccsc3n2)nnc1-c1ccncc1 do in these assays?
KB-V1 MDR tox: 3%; KB-3-1 cytotox: 12%; IL-1B inflam inh: 31; HT1080 IDH1KD tx: 16%; HT1080NT lethal: -2%; D3 ag: 2; GLP-1R agonist: 6%; D3 antag: 2; SW480 rereplic: -1%

How did Cc1ccc(NC(=O)Cn2c(=O)n(CC(=O)NCCc3ccccc3)c(=O)c3ccccc32)cc1 do in these assays?
KB-V1 MDR tox: inconclusive; KB-3-1 cytotox: -1%; D3 ag: -10; GLP-1R agonist: 0%

Bioassay records from PubChem BioAssay.
